Bioassay records (PubChem BioAssay)
BRCA1 expr up: increases BRCA1 expression; MCF7-BRCA1-FFLuc reporter, luminescence, 48 h; response scale: scaled: vehicle 0%, 10 µM genistein 100%; Potency, µM (top dose mostly 46.1 µM), without a hit: top-dose activation, usual class: activators; 1.1% of 380,000 active; AID 624202; active = well fitted activation curve with a large enough effect; inconclusive = small, poorly fitted or top-dose-only effect; inactive = no such curve, though single readings can be large or run the other way; note: nearly all actives have a fitted effect of over 80% in size; some results filed as inactive show a strong effect at the top dose
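First, MCF7-BRCA1-FFLuc cells (2000/well) attach for 2 h; next, compounds are pin-added and incubated 48 h at 37 °C; finally, luciferase reagent is added and luminescence read after 15 min.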
Numbers without * were called inactive; ? = inconclusive; [ ] = dose if it differs, or a comment. Potency is the fitted concentration of half-maximal effect.

canonical_smiles,BRCA1 expr up
OCC[C@@H]1C[C@H](O)[C@@H](O)[C@]2(OCc3cc(Cl)ccc32)O1,-15%
O=C(Nc1cccc(C(F)(F)F)c1)c1csc([C@@H]2C[C@H](O)[C@@H](CO)O2)n1,-9%
S=c1[nH]c2nc(Cl)c(Cl)nc2[nH]1,4%
O=C(Nc1ncccn1)c1cccc(Cl)c1,28%
Cc1cccc(-c2ccc3c(c2)C2CC3CCN2C)c1 (stereo unspecified),-19%
CCCCCC(=O)N1C[C@H](O)[C@@H](n2cc(-c3ccc(F)cc3)nn2)C[C@@H]1c1ccc(OC)cc1,-14%
O=C(Nc1ccc2c(c1)OCCO2)C1c2ccccc2OCC(=O)N1C1CC1 (stereo unspecified),6%
Cc1ccc(NC(=O)C2(C)CCN2C(=O)C2(c3ccc(Cl)cc3)CC2)cc1 (stereo unspecified),-24%
COc1ccccc1S(=O)(=O)N(C)C[C@H]1Oc2cc(Br)ccc2S(=O)(=O)N([C@@H](C)CO)C[C@H]1C,0%
COc1ccc2c(c1)c[n+](C)c1c3cc(OC)c(OC)cc3ccc21,10%
C#CCOCCOCCOCCNc1nc(N2CCOCC2)nc(N2CCN(C(=O)Cn3cc(CCCCN)nn3)CC2)n1,7%
CCCCCCCCCNC(=O)[C@H](NC(=O)COc1ccccc1)[C@@H]1NC(C(=O)OC)C(C)(C)S1 (stereo partly specified),-17%
CCN(CC)C(=O)C1=C(C)N(Cc2ccccc2)C(=O)C(CC(=O)NCc2cccs2)C1 (stereo unspecified),-3%
Cc1ccccc1S(=O)(=O)N1C[C@H]2CON(C)[C@H]2C[C@H]1c1cccc(N2CCOCC2)c1,3%
COc1ccc(CCn2c(=N)c(C(=O)NCc3ccco3)cc3c(=O)n4ccccc4nc32)cc1OC,-57%
O=C(O)C(=O)Nc1ncn[nH]1,2%
OC(c1ccc(Cl)cc1)c1ncc(-c2ccc(Oc3ccccc3)cc2)[nH]1 (stereo unspecified),-10%
O=C(CNC(=O)OCc1ccccc1)NC1(C(=O)O)CCCC1,-10%
CC(=O)Nc1ccc(Nc2nc3ccccc3nc2NS(=O)(=O)c2ccc(Cl)c([N+](=O)[O-])c2)cc1,-33%
COc1ccccc1CNC(=O)COC(=O)Cn1cnc2c1c(=O)n(C)c(=O)n2C,12%
CNc1cc(-c2cccc(OC)c2F)nc2ccnn12,8%
CC(C)NC(=O)COC(=O)c1ccccc1OCC(=O)Nc1ccc(Br)cc1,-18%
Cc1c(C(=O)NCc2cccc(Cl)c2)sc(=O)n1Cc1ccc(C(=O)N(C)C)cc1,-6%
COc1cc2nc(NC3CCN(C)CC3)nc(NC3CCN(C)CC3)c2cc1OC,0%
COc1cc(NC(=O)Nc2nc(C(N)CCc3ccccc3)cs2)cc(OC)c1OC (stereo unspecified),-62%

Brought forward from above: six entries; new compounds follow.
canonical_smiles,BRCA1 expr up
COc1ccccc1CNC(=O)COC(=O)Cn1cnc2c1c(=O)n(C)c(=O)n2C,12%
CNc1cc(-c2cccc(OC)c2F)nc2ccnn12,8%
CC(C)NC(=O)COC(=O)c1ccccc1OCC(=O)Nc1ccc(Br)cc1,-18%
Cc1c(C(=O)NCc2cccc(Cl)c2)sc(=O)n1Cc1ccc(C(=O)N(C)C)cc1,-6%
COc1cc2nc(NC3CCN(C)CC3)nc(NC3CCN(C)CC3)c2cc1OC,0%
COc1cc(NC(=O)Nc2nc(C(N)CCc3ccccc3)cs2)cc(OC)c1OC (stereo unspecified),-62%
CCCS(=O)(=O)NC(=O)C1(C)CCN(C(=O)c2ccc3ccccc3c2)C1 (stereo unspecified),6%
CCCC(=O)N1CCCC1(C)C(=O)Nc1ccc(-n2cccc2)cc1 (stereo unspecified),-20%
O=C(Nc1ccccc1)c1nc(S(=O)(=O)Cc2ccccc2F)ncc1Cl,-26%
CCOC(=O)/C=C/c1ccc2c(c1)S(=O)(=O)N(Cc1ccc(OC)cc1)[C@H]2CC(=O)OCC,-9%
Nc1ccc(-c2cnc(N)c(C(=O)c3cccnc3)n2)cn1,-35%
Cn1c(=O)c2[nH]c(CCCc3nc4ccccc4[nH]3)nc2n(C)c1=O,-2%
N#CCC(=O)Nc1ccc(C(=O)Nc2cccc(S(=O)(=O)N3CCCC3)c2)cc1,-15%
CC1(C)N=C(N)N=C(N)N1c1ccc(OCC(=O)N2CCOCC2)c(Cl)c1,-27%
O=C(NC(c1ccccc1)c1ccc2ccccc2n1)C1CCN(CCOc2ccc(Cl)cc2)CC1 (stereo unspecified),-70%
COC(=O)c1cc(OC)c(OC)cc1NC(=O)CCN1C(=O)C2CCCCC2C1=O (stereo unspecified),-9%
COc1ccc(C(O)c2ncc(-c3ccc4ccccc4c3)[nH]2)cc1 (stereo unspecified),47%
O=C1c2cc3c(cc2CCC1c1ccc2c(c1)OCO2)OCO3 (stereo unspecified),61%
CN1/C(=C/C(=O)COC(=O)CN2C(=O)C3CC=CCC3C2=O)C(C)(C)c2ccccc21 (stereo unspecified),-29%
O=C(Cc1ccc(OCC2CCCCC2)cc1)NO,14%
CC(C)CN(CC(C)C)c1nn[nH]n1,-3%
COc1ccc2c(c1)c1nnc(SC(C)C)nc1n2C,-16%
CCOC(=O)c1ccccc1NC(=O)COC(=O)c1ccc(OCC(=O)N2CCOCC2)c(OCC)c1,-5%
Cc1ccc(CNC(=O)OC2CC3CC2[C@H]2CCCCN2C3=O)cc1 (stereo partly specified),22%
C[C@@H]1CCCCO[C@@H](CN(C)S(=O)(=O)c2cn(C)cn2)[C@@H](C)CN([C@H](C)CO)C(=O)c2cc(N(C)C)ccc2O1,6%
CC(C)C[C@H]1CNC(=S)N1CC1CCCN1C[C@H](Cc1ccccc1)N1C[C@H](Cc2ccccc2)N(CC2CCCCC2)C1=S (stereo partly specified),-29%
CC1(C(=O)NS(=O)(=O)c2cccc(OC(F)F)c2)CCN1C(=O)c1ccccc1 (stereo unspecified),6%
O=C(CC[C@H]1O[C@@H](n2cnc3c(NC(=O)c4ccccc4)ncnc32)[C@H](O)[C@@H]1O)NCc1nc2ccccc2[nH]1,2%
O=C(NC1CCCC1)C1c2ccccc2OCC(=O)N1Cc1ccccc1 (stereo unspecified),10%
COc1cc(C(=O)Nc2ccc(S(=O)(=O)N3CCCCC3)cc2)ccc1OCC(=O)N1CCOCC1,-24%
Clc1ccc(-c2nc3c4ccccc4ccn3c2Cc2cccc(Cl)c2)cc1,-22%
COc1ccc(-c2noc3c2-c2nc(-c4ccccc4C)sc2CC3)cc1,-46%
CSc1c2c([nH]c(=O)c1C#N)-c1ccccc1CC2,9%
Cc1ccc(S(=O)(=O)NCc2cccc([N+](=O)[O-])c2)cc1,9%
CCc1nnc(NC(=O)CCC2CCCCC2)s1,-2%
Cn1c(=O)c2cc(NC(=O)NCc3ccc(F)cc3)ccc2n1Cc1cccc(C(F)(F)F)c1,-21%
CC(C)C[C@@H](CNCC(=O)[C@H](CC(C)C)NC(=O)c1[nH]cnc1C(=O)N[C@H](CN)CC(C)C)NC(=O)c1nc[nH]c1C(=O)N[C@@H](Cc1ccccc1)C(=O)O,9%
Cc1ccc(NC(=O)c2ccc(S(=O)(=O)N3CCCC3)cc2)cc1,-31%
CCCNC(=O)Cn1c(=O)/c(=C/c2ccc(-c3ccc([N+](=O)[O-])cc3)o2)s/c1=C\C(=O)C(C)(C)C,-38%
NCc1csc(Nc2nncc3ccccc23)n1,?
COC(=O)[C@]12CCCCC=C1N(Cc1cccc3ccccc13)C(=O)[C@H](CC(=O)NCc1cccc(C(F)(F)F)c1)C2,-63%
COc1cccc(CNc2nc3cc(-c4csc5ccccc45)sc3c(=O)n2C)c1,-45%
OC[C@@H]1CN(Cc2cccc(C(F)(F)F)c2)C[C@H](n2cnc3c(NCc4ccc(F)cc4)ncnc32)O1,-31%
COc1ccccc1/C=C/C(=O)c1cc(Br)ccc1OC(=O)c1ccco1,-84%[inhibitor]
Cc1ccc(S(=O)(=O)N2CCN(C(=O)CN3CCN(c4ccc(O)cc4)CC3)CC2)cc1,1%
CCCN(C)C1CN(Cc2cn(CCCC(=O)OC)nn2)S(=O)(=O)C1 (stereo unspecified),10%
CCOC(=O)c1c(C)[nH]c(C(=O)OCc2nc3ccsc3c(=O)[nH]2)c1C,55%
Cc1ccc(NC(=O)C2(C)CCN2C(=O)Cc2ccc(C(C)C)cc2)cc1 (stereo unspecified),-2%
CCCc1ccc(S(=O)(=O)N2CCN(C(=O)c3cc(C)on3)CC2)cc1,-9%
COc1c(F)c(F)c(-c2csc(N)n2)c(F)c1F,38%
O=C(OC1CC2CC1[C@H]1CCCCN1C2=O)N1CCN(S(=O)(=O)c2ccccc2)CC1 (stereo partly specified),0%
COc1cc(NC(=O)COC(=O)C2CC(O)CN2S(=O)(=O)c2ccc(Cl)cc2)c(C)cc1[N+](=O)[O-] (stereo unspecified),2%
CC1(Cc2ccccc2Cl)C(=O)Nc2c(Cl)ccc(Cl)c21 (stereo unspecified),-21%
O=C(O)C1Oc2ccccc2C1c1ccccc1 (stereo unspecified),18%
COc1ccc(-n2c(C)c3c(C)nnc(C)c3c2C)cc1OC,-14%
OC(c1ccco1)c1nc(-c2cccs2)cs1 (stereo unspecified),3%

Following part
canonical_smiles,BRCA1 expr up
Cc1ccc(Cc2c(-c3ccc(Br)cc3)nc3ccc(Cl)cn23)cc1,10%
Cc1ccc2cc(NC(=O)C3(C)CCN3CC(C)C)ccc2n1 (stereo unspecified),5%
Cn1c(=O)c2c(-c3ccccc3)n(-c3ccccc3N)cc2n(C)c1=O,-16%
COc1cc(OC)cc(-c2c(Sc3ccccc3)c3cc(-c4cnc(OC)nc4)ccc3n2C)c1,-11%
COc1ccc2c(c1)C(CC(=O)NN)CCC2 (stereo unspecified),-58%
O=C1C=C(N2CCOCC2)CCC1,2%
C#CCOCCOCCOCCNc1nc(N2CCN(C(=O)[C@H]([C@@H](C)CC)n3cc(CCC(=O)O)nn3)CC2)nc(N2CCN(C(=O)[C@H](CCCCN)n3cc(CCCC)nn3)CC2)n1,-6%
CCOC(=O)[C@]12CCC=C1N(CCC1=CCCCC1)C(=O)[C@H](CC(=O)NCc1ccc(C)o1)C2,9%
CCN(CC)C(=O)Cn1cc(S(=O)(=O)CC(=O)NCc2ccc(C)cc2)c2ccccc21,-7%
COc1ccc(CCN2C(=O)CCC3=C2CCC3=O)cc1OC,0%
COc1ccc(C2=Nc3ccccc3NC(=O)C2N(C(=O)c2cnc(C)cn2)c2ccc(N3CCOCC3)cc2)cc1 (stereo unspecified),16%
NNC(=O)Cc1cccc2ccc(Cl)cc12,-26%
COC(=O)c1cc2c(n(-c3ccccc3)c1=O)CCCC2=O,14%
CC(=O)Nc1nc2c(F)cccc2s1,18%
COC(=O)c1ccc2c(c1)NC(=O)C1CCCN21 (stereo unspecified),4%
CN(CCC#N)C(=O)COC(=O)c1c2c(nc3ccccc13)/C(=C\c1ccco1)CC2,84%
C=CCNC(=S)N/N=C/c1ccc(-c2ccc(Cl)cc2Cl)o1,-1%
O=c1cc(C=NNc2ccc([N+](=O)[O-])cc2)[nH]c(=O)[nH]1,3%
COc1ccccc1-c1noc2c1C(=O)N(C(=O)OC(C)(C)C)CC2,6%
Nc1ccccc1C(=O)NCCCN1CCN(c2cccc(Cl)c2)CC1,-25%
C(=NNc1ccc2ccccc2n1)c1ccccn1,-71%[inhibitor]
CCOC(=O)C1=CCC(c2ccccc2)N(S(=O)(=O)c2ccccc2[N+](=O)[O-])C1 (stereo unspecified),8%
O=S1(=O)CC(N2CCC(c3ccccc3)CC2)CN1Cc1ccccc1 (stereo unspecified),8%
CC(C)C[C@@H](CN1CCC[C@@H]1CN1C(=S)NC[C@@H]1Cc1ccc(O)cc1)N1C[C@H](Cc2ccc(O)cc2)N(CC2CCCCCC2)C1=S,-74%
Cc1ccccc1S(=O)(=O)NC(=O)C1(C)CCN1C(=O)Cc1ccccc1Cl (stereo unspecified),2%
CC(C)CC(N)c1csc(NC(=O)Nc2ccccc2C(C)C)n1 (stereo unspecified),-62%
COCCNC(=O)C1(C)CCN(C(=O)c2nc(C)oc2C)C1 (stereo unspecified),4%
O=C(NCCCNC(=O)NC1CCCCC1)NC1CCCCC1,2%
CC(C)N(c1ccccc1)c1ccc(NC(=O)[C@@H]2O[C@H](CO)[C@@H](O)[C@H]2O)cc1,21%
COc1cc(OC)c(C(=O)Nc2cc(S(=O)(=O)N3CCOCC3)ccc2N2CCOCC2)cc1OC,-21%
CCCCCC(=O)N1C[C@@H](n2cc(C3CC3)nn2)[C@H](O)C[C@@H]1c1ccccc1,-4%
CC1(c2nc3ccccc3cc2C#N)OCCO1,1%
S=C(c1cccs1)N1CCN(c2ccccc2)CC1,38%
NC(=O)c1cnccc1C=Cc1ccccc1,-7%
O=C(NCCN1CCC(n2c(=O)[nH]c3ccccc32)CC1)c1cccc(F)c1,15%
CNc1ccc(-c2cccc(C#N)c2)cn1,67%
CC(C)CC1NC(=O)c2cccnc2-n2c1nc1cc(F)c(F)cc1c2=O (stereo unspecified),1%

Some of the compounds tested (hit frequency here may not be typical).
